hcGAS inh: inhibitors of human cGAS; Q8N884; recombinant h-cGAS, ATP depletion, Kinase-Glo luminescence; inhibition, % at 12.5 µM; 290,000 tested, 0.081% active; AID 1259398;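 also: 0% = vehicle reaction and 100% = reaction without DNA for no activity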
Target sequence (Q8N884 whole entry, looked up): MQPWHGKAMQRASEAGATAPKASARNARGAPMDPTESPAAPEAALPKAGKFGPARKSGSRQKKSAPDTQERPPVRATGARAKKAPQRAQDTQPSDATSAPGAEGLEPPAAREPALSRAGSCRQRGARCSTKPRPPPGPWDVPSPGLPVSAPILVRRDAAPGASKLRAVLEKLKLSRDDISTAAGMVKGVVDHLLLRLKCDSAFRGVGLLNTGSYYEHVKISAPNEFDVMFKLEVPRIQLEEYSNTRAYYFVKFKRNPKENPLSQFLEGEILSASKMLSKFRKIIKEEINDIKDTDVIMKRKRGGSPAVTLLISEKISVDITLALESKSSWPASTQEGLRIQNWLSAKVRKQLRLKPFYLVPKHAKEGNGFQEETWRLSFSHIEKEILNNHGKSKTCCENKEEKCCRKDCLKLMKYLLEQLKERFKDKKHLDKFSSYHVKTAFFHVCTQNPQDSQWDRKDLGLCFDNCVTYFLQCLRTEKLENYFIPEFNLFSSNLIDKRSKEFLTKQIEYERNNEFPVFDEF
mcGAS inh: inhibitors of mouse cGAS; Q8C6L5; recombinant cGAS, Kinase-Glo ATP depletion luminescence; inhibition, % at 12.5 µM; 160,000 tested, 0.15% active; AID 1259399;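 also: 0% = negative control wells and 100% = reference inhibitor with no enzyme activity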
NPYLR7 ag: mosquito NPYLR7 agonism. HEK293T NPYLR7/Galpha15, GCaMP6s calcium fluorescence. activation, % at 10 µM. 270,000 tested, 0.15% active; in the data active = activation above about 40%;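 also: 0% = vehicle and 100% = reference agonist at the receptor; some compounds past the cut are filed as inactive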
* = called active by the depositor; · = not tested or not shown; & = joins results of further samples. Rule as the data show it, unless noted: active = inhibition above about 40%; inactive = the rest.

1) COc1ccc(N2CC(C(=O)NCc3cc(-c4ccccc4F)on3)CC2=O)cc1 (stereo not given)
2) Cc1noc(C)c1S(=O)(=O)NCC1CCOCC1
3) CSCc1cccc(C(=O)N2CCC(C(N)=O)CC2)c1
4) COCCNC(=O)C1CCCN(C2CCN(C(=O)c3cccn3C)CC2)C1 (stereo not given)
5) Cc1ccc(C)c(-c2cc(CN(C)C(=O)C3CC3)no2)c1
6) CCCCCCNC(=O)c1cc2n(n1)CCN(CC1CC1)C2=O
7) Clc1ccc2nc(-c3ccn[nH]3)ccc2c1
8) Cc1cc(Nc2ccc3c(n2)C(=O)N(CC(=O)NC2CC2)C3)n(C)n1
assay / compound | 1 | 2 | 3 | 4 | 5 | 6 | 7 | 8
mcGAS inh | -7.2 | -7.5 | · | · | · | -6.8 | · | ·
NPYLR7 ag | 0.1 | · | 7.6 | -8.8 | 1.9 | 2.8 | 11.9 | 5.9
hcGAS inh | -9.1 | -15.2 | -15.8 | -4.6 | -16.6 | -9.5 | -0.8 | -10.5

9) CCn1c(=O)c2ccccc2n2c(CNc3cccc(S(C)(=O)=O)c3)nnc12
10) O=C(c1ccc(F)c(F)c1)N1CCCC(N2CCN(c3cccc(Cl)c3)CC2)C1 (stereo not given)
11) CCOC1CCN(C(=O)c2cc(C)ccc2N(C)C(C)C)CC1
12) COC(=O)c1cccnc1NCC1CNCCOC1 (stereo not given)
13) Cc1cc(S(=O)(=O)NCC(=O)NC(C)c2cnn(C)c2)ccc1F (stereo not given)
14) CCCCN(CCC(=O)NCCc1ccccc1)c1nc(Cc2ccc(C)cc2)ns1
15) Cc1nc2c(=O)n(Cc3ccccc3F)nc(-c3ccccc3)c2s1
16) CCCN(CCC)c1nc2ccccc2c2nc(C)nn12
assay / compound | 9 | 10 | 11 | 12 | 13 | 14 | 15 | 16
mcGAS inh | · | -11.6 | · | · | -18.7 | -5.8 | -5.6 | ·
NPYLR7 ag | 10.4 | 15.8 | 9.1 | 0.5 | 30.2 | -7.5 | 6.6 | -6.4
hcGAS inh | -4.4 | -6.5 | -10.1 | -7.4 | -4.1 | -17.9 | -7.7 | 9.0

17) COc1nc(-c2ccc(Cl)c(Cl)c2)n(-c2ccc(NC(=O)c3ccco3)cc2)n1
18) CCCCn1c(=O)c2oc3ccccc3c2n(CC(=O)Nc2ccc(C(C)C)cc2)c1=O
19) CC(C)Nc1ccc(C(=O)Nc2ccc(C(C)(C)C)cc2)cn1
20) CC(=O)Nc1ccc(NC(C)C(=O)Nc2ccc(C(F)(F)F)cc2)cc1 (stereo not given)
21) O=C(O)c1cc2ncc(CCO)cn2n1
22) Cc1cc(C)n(CC(C)NCC2(N(C)C)CCCCC2)n1 (stereo not given)
23) CC(C)CN1CCOC(CSc2nnc(-c3nn(Cc4ccccc4)c(=O)c4ccccc34)o2)C1 (stereo not given)
24) CC1=CC(C)(C)N2C(=O)C3(c4ccc(O)cc4OC(=N)C3C#N)c3c(C)c(C)cc1c32 (stereo not given)
assay / compound | 17 | 18 | 19 | 20 | 21 | 22 | 23 | 24
mcGAS inh | -8.6 | -4.2 | -4.0 | · | -5.0 | -6.5 | · | ·
NPYLR7 ag | 16.9 | 4.5 | 16.0 | -0.7 | -5.1 | · | -3.1 | 12.1
hcGAS inh | -6.5 | -5.0 | -5.6 | -5.6 | 0.4 | -16.9 | -10.7 | -5.5

25) CCn1nc(C)c(/C=C/c2nc3ccccc3s2)c1C
26) CCN(CC)C1CCN(C(=O)c2cc(NS(=O)(=O)CC)cc3nc(-c4ccccc4)n(C)c23)C1 (stereo not given)
27) CCN(CC)C(=O)CSc1nnc(-c2ccccc2)c2sc(C)nc12
28) CC(OC(=O)C(C)N1CCOCC1)C(=O)Nc1cccc(F)c1 (stereo not given)
29) Cc1cnc(CC2CCN(C(=O)C3CC3)CC2)n1CC1CC1
30) COc1ccc(Cl)c2sc(N(CCCN(C)C)C(=O)C3=COCCO3)nc12
31) COc1ccccc1N(C)Cc1c(C)nn(C)c1Cl
32) CCN1CCOC(CNCc2c(Cl)nc3ccccn23)C1 (stereo not given)
assay / compound | 25 | 26 | 27 | 28 | 29 | 30 | 31 | 32
mcGAS inh | · | -3.2 | -4.6 | · | -5.4 | · | · | -8.3
NPYLR7 ag | 8.5 | -4.1 | 2.5 | 6.7 | · | 11.4 | -4.8 | 6.5
hcGAS inh | -8.3 | -2.6 | -1.0 | -8.2 | -17.3 | -4.4 | 7.8 | -11.0

Entries by screen from above.
NPYLR7 ag, compounds 12 to 20 → 0.5, 30.2, -7.5, 6.6, -6.4, 16.9, 4.5, 16.0, -0.7

Next compounds
33) Cc1n[nH]c(C)c1CC(=O)O
34) CCOC(=O)Cc1nnc(NC(=O)CCc2ccccc2)s1
35) COc1ccccc1N1CCN(C(=O)c2cn(C(C)C)cc(C(=O)NCc3ccccc3)c2=O)CC1
36) O=c1ccc(-c2cccs2)nn1Cc1ccccc1
37) COC1CCCN(Cc2cn[nH]c2-c2ccc(-c3ccccc3)cc2)C1 (stereo not given)
38) CC(C)Cn1ccnc1CNC(=O)N1CCC(N2CCCC2)C1 (stereo not given)
39) Cc1ncc2c(c1CNC(=O)Cc1cccs1)CCN(C(=O)c1ccc(N3CCCC3=O)cc1)C2
40) Cc1cc(C)cc(-n2ncc3c2CCCC3NC(=O)CCc2scnc2C)c1 (stereo not given)
assay / compound | 33 | 34 | 35 | 36 | 37 | 38 | 39 | 40
mcGAS inh | · | -9.8 | -13.1 | · | · | · | -9.9 | -4.7
NPYLR7 ag | 15.3 | 8.4 | 2.6 | 6.5 | 11.9 | 1.4 | 9.3 | 6.1
hcGAS inh | -12.9 | -4.1 | -7.5 | -11.0 | -12.6 | -6.9 | -7.5 | 0.5

41) COc1ccc(CCn2c(-c3cc(C(F)(F)F)ccc3F)nc3ccccc3c2=O)cc1
42) Cc1ccc2nc(-c3ccccc3F)c(NC3CCCCC3)n2c1
43) Cc1nc(SCC(=O)NCC(O)c2ccccc2Cl)n[nH]1 (stereo not given)
44) NC(=O)c1ccc(=O)n(Cc2cnn(-c3ccccc3)c2)n1
45) COC(=O)c1sc(N2C(=O)C(=O)C(=C(O)c3ccc(C)cc3)C2c2ccccc2F)nc1C (stereo not given)
46) COc1cccc2sc(N(Cc3cccnc3)C(=O)c3ccc(S(=O)(=O)N(C)C)cc3)nc12
47) CS(=O)(=O)Nc1cc(-c2ccccc2)nn1C1CCS(=O)(=O)C1 (stereo not given)
48) CC(C)N(CC1CCC(=O)N1)C(=O)c1ccc2nc(Cc3cccc(Cl)c3)oc2c1 (stereo not given)
assay / compound | 41 | 42 | 43 | 44 | 45 | 46 | 47 | 48
mcGAS inh | -5.3 | -4.6&0.0 | -10.2 | · | -6.1 | -8.7 | -8.9 | ·
NPYLR7 ag | 6.1 | 2.8&-2.8 | 7.0 | 2.4 | 1.6 | -4.1 | 0.3 | 14.6
hcGAS inh | -3.7 | -4.3&-2.3 | -2.0 | -6.4 | -2.3 | -6.5 | -7.6 | -8.8

49) COCc1nn2c(nnc3c(=O)n(NC(=O)C(C)C)ccc32)c1-c1ccc(F)cc1
50) CC1CC(c2ccc(F)cc2)CN1C(C)C(=O)Nc1ncccn1 (stereo not given)
51) CC1(C(=O)NS(C)(=O)=O)CCN1C(=O)CC(c1ccccc1)c1ccccc1 (stereo not given)
52) CC1CCCCN1c1nc2c(c(=O)n(C)c(=O)n2C)n1CCSc1nc2ccccc2s1 (stereo not given)
53) O=c1[nH]c2ccc(S(=O)(=O)NCC3COc4ccccc4O3)cc2s1 (stereo not given)
54) COc1ccc(S(=O)(=O)Nc2ccc(N(C)C)c(CN(CC3CCCO3)C(=O)c3ccc(F)cc3)c2)cc1 (stereo not given)
55) O=C(CC1CSc2nccc(=O)n21)Nc1ccncc1 (stereo not given)
56) COc1nccnc1N1CCC(O)(c2ccc(C)cn2)CC1
assay / compound | 49 | 50 | 51 | 52 | 53 | 54 | 55 | 56
mcGAS inh | · | -4.0 | · | · | · | -3.9 | · | ·
NPYLR7 ag | 3.2 | 2.5&7.1 | 1.8 | 1.0 | -0.1 | · | 0.0 | -4.3
hcGAS inh | -8.3 | -9.3&-0.1 | -4.1 | 0.7 | -1.3 | -3.2 | -2.7 | -5.3

57) COc1cccc(CSc2nnc(CNC(=O)Nc3ccc(F)cc3F)n2-c2cc(Cl)ccc2C)c1
58) CCN(C(=O)C1=CC(=O)CC(C)(C)O1)C1CCS(=O)(=O)C1 (stereo not given)
59) CCC(=O)N1CCN(c2ncnc3c2nnn3Cc2ccccc2)CC1
60) COC(=O)c1ccc(N2C(=O)CSC2c2ccc(Cl)cc2)cc1 (stereo not given)
61) CC(c1ccccc1)N(CC1CC1)C(=O)c1cc(C(N)=O)c[nH]1 (stereo not given)
62) O=C(Cn1c(=O)oc2cc(Cl)ccc21)N1CCN(S(=O)(=O)c2cccc(F)c2)CC1
63) COC(=O)c1ccc(CN2CCN(c3ccc(F)cc3F)C(=O)C2C)cc1 (stereo not given)
64) O=C(O)C1COC2(CCN(C(=O)c3cccc(F)c3)CC2)N1C(=O)c1ccco1 (stereo not given)
assay / compound | 57 | 58 | 59 | 60 | 61 | 62 | 63 | 64
mcGAS inh | -2.4 | -4.2 | -1.0 | · | · | · | -6.4 | -2.5
NPYLR7 ag | 15.8 | · | -16.2 | -4.3 | -2.2 | 8.8 | 1.3 | 9.8
hcGAS inh | 2.6 | -9.1 | -3.2 | -6.6 | 2.5 | -3.4 | -7.4 | 0.3

Compounds shown so far that have an aryl methoxy group:
1) COc1ccc(N2CC(C(=O)NCc3cc(-c4ccccc4F)on3)CC2=O)cc1 (stereo not given)
17) COc1nc(-c2ccc(Cl)c(Cl)c2)n(-c2ccc(NC(=O)c3ccco3)cc2)n1
30) COc1ccc(Cl)c2sc(N(CCCN(C)C)C(=O)C3=COCCO3)nc12
31) COc1ccccc1N(C)Cc1c(C)nn(C)c1Cl
35) COc1ccccc1N1CCN(C(=O)c2cn(C(C)C)cc(C(=O)NCc3ccccc3)c2=O)CC1
41) COc1ccc(CCn2c(-c3cc(C(F)(F)F)ccc3F)nc3ccccc3c2=O)cc1
46) COc1cccc2sc(N(Cc3cccnc3)C(=O)c3ccc(S(=O)(=O)N(C)C)cc3)nc12
54) COc1ccc(S(=O)(=O)Nc2ccc(N(C)C)c(CN(CC3CCCO3)C(=O)c3ccc(F)cc3)c2)cc1 (stereo not given)
56) COc1nccnc1N1CCC(O)(c2ccc(C)cn2)CC1
57) COc1cccc(CSc2nnc(CNC(=O)Nc3ccc(F)cc3F)n2-c2cc(Cl)ccc2C)c1
assay / compound | 1 | 17 | 30 | 31 | 35 | 41 | 46 | 54 | 56 | 57
mcGAS inh | -7.2 | -8.6 | · | · | -13.1 | -5.3 | -8.7 | -3.9 | · | -2.4
NPYLR7 ag | 0.1 | 16.9 | 11.4 | -4.8 | 2.6 | 6.1 | -4.1 | · | -4.3 | 15.8
hcGAS inh | -9.1 | -6.5 | -4.4 | 7.8 | -7.5 | -3.7 | -6.5 | -3.2 | -5.3 | 2.6

(list continues)
65) O=C(Cn1cc2ccccc2n1)N1CCCC(Nc2cccc(F)c2)C1 (stereo not given)
66) CCOC(=O)COc1cc(C)c2c(=O)c(-c3nc(C)cs3)coc2c1
67) COc1cccc(/C=N\NC(=O)CSc2nc3ccccc3s2)c1OC
68) COc1ccc(C(=O)N2CCN(c3ccc(-n4cccn4)nn3)CC2)cc1OC
69) COc1cc(OC)nc(C(NC(=O)C2CCN(CCOc3ccc(Br)cc3)CC2)c2ccccc2C)n1 (stereo not given)
70) Cc1ccc2nc3c(c(C(=O)OC4CCOC4=O)c2c1)CCCC3 (stereo not given)
71) CN(CCc1nc2ccc(F)cc2[nH]1)C(=O)c1cn(CC2CCCCC2)nn1
72) O=C(c1ccc(CSc2nnc(-c3ccccc3[N+](=O)[O-])n2Cc2ccccc2)cc1)N1CCOCC1
assay / compound | 65 | 66 | 67 | 68 | 69 | 70 | 71 | 72
mcGAS inh | -12.2 | 2.2 | -6.7 | · | -3.9 | -15.8 | -10.6 | -4.8
NPYLR7 ag | 16.0 | -9.4 | 17.2 | 7.4 | 1.6 | -4.7 | 0.3 | 3.3
hcGAS inh | -7.8 | 4.2 | -5.6 | -4.2 | -6.6 | -6.1 | -8.0 | -11.1

73) COc1ccccc1-n1c(-c2ccccc2)cc(C(=O)Nc2ccc(F)cc2)c1C
74) CCOC(=O)c1c(NC(C)=O)sc(C(=O)NC2CCCC2)c1C
75) CN(Cc1cc2c(cc1O)OCO2)Cc1nccn1C(F)F
76) Cc1cccc(=O)n1CCCNC(=O)c1cn[nH]n1
77) Cc1cc(C(=O)Nc2nc3c(C)c(Cl)ccc3s2)on1
78) CN1C(=O)NC(c2ccsc2)C2=C1CN(CCN1CCOCC1)C2=O (stereo not given)
79) COc1ccc2cc(C(=O)C3CCCN(CCn4cc[nH]c4=O)C3)ccc2c1 (stereo not given)
80) c1ccc2c(-c3cnc4ccc(NCc5ccc6c(c5)OCO6)nn34)cccc2c1
assay / compound | 73 | 74 | 75 | 76 | 77 | 78 | 79 | 80
mcGAS inh | -4.6 | · | -6.0 | -8.7 | -7.2 | -4.9 | · | -2.5
NPYLR7 ag | 1.1 | 16.8 | 0.0 | 3.7 | 4.5 | -2.6 | 5.4 | -3.9
hcGAS inh | -6.5 | 0.4 | -6.0 | -2.5 | -6.0 | -6.1 | -8.6 | -4.8

81) Cn1c(=O)[nH]c(=O)c2c1nc(CN(Cc1ccccc1)Cc1ccccc1)n2Cc1ccc(F)cc1
82) Cc1cc(OCC2CN(C(=O)c3cccc(C(C)C#N)c3)CCO2)ccc1Cl (stereo not given)
83) CC1(Cc2ccc(F)cc2)C(=O)Nc2cc(-c3ccc(F)cc3F)ccc21 (stereo not given)
84) CCN1CCN(Cc2cc(C(=O)NCC3C4CC5CC(C4)CC3C5)no2)CC1 (stereo not given)
assay / compound | 81 | 82 | 83 | 84
mcGAS inh | -8.6 | -2.4 | -2.4 | ·
NPYLR7 ag | 4.8 | -16.7 | 0.2 | -2.3
hcGAS inh | -9.3 | -1.5 | -2.9 | -0.7

Random draw from the library. Share with any hit: about 0.29%.
